High-throughput results: PubChem BioAssay, several laboratories
aDG glyco act = alpha-DG glycosylation activation | Pro5-aDG cells, alpha-DG glycosylation AlphaScreen (IIH6); 0% Pro5, 100% B10-LARGE cell signal | activation, % at 10 µM | 0.22% of 360,000 active;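 active = activation of at least 8% versus controls, or a plate z-score of at least 8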;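 note: Pro5 are CHO cells carrying HIG-tagged alpha-DG that lacks glycosylation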
MC4R antagonist = blocks human MC4R cAMP signaling; P32245; MC4R-expressing cells, MTII-stimulated cAMP, LANCE TR-FRET; inhibition, % at 6.5 µM; 0.48% of 360,000 active; AID 540295;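 active = inhibition above its plate's cutoff, the mean of tested wells on that plate plus 3 SD, cut at about 29% in these data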;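 note: 0% = Melanotan II alone and 100% = Melanotan II plus saturating MCL0020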
Target sequence (P32245 whole entry, looked up): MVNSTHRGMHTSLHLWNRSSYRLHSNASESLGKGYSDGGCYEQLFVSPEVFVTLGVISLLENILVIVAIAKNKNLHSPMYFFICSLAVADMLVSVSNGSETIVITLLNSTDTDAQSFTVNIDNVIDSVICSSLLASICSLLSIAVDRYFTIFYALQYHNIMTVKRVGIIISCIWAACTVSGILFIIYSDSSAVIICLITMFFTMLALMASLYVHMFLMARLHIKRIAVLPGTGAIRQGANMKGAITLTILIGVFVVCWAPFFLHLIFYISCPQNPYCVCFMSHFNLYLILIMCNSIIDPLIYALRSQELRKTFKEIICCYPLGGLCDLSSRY
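Material – human MC4R-expressing U2OS cells · Repeats – no replicates · Detection – TR-FRET with Eu-cAMP and labeled anti-cAMP, 671 nm · Times – compound 30 min, challenge 1 h, detection 1 h · Compound – single nominal compound dose of 6.5 µM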
m5-HT2A agonist = agonists of mouse serotonin 5-HT2A receptor (HTR2A); activation, % at 7.6 µM; 0.66% of 360,000 active; CHO-K1 mHTR2A beta-arrestin complementation, luminescence; percent of 30 µM serotonin response;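 active = activation above a run cutoff, the mean activation of all tested compounds plus 3 SD, cut at about 14% in these data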;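 note: 0% = plate median of compound wells and 100% = 30 µM serotonin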
Target sequence (P35363 whole entry, looked up): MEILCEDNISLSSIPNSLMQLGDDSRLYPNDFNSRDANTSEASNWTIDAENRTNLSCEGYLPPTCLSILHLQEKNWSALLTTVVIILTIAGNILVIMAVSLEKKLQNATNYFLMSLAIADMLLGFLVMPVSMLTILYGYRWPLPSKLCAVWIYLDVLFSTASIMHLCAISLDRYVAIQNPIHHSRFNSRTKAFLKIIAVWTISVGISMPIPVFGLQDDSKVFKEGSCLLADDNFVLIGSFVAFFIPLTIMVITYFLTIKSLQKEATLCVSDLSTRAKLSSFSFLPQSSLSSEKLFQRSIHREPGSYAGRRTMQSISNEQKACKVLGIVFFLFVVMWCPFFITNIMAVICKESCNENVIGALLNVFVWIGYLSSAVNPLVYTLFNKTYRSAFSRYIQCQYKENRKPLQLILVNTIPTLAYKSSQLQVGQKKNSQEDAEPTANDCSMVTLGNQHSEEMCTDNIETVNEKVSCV
ABHD5 PLIN5 PPI = inhibitors of human ABHD5-perilipin-5 interaction; Q00G26+Q8WTS1; inhibition, % at 4 µM; AID 602281; 0.78% of 360,000 active; Split G. princeps luciferase complementation, luminescence, 4 h;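 active = inhibition above the mean inhibition across every tested compound plus 3 SD, cut at about 22% in these data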;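 note: 0% = DMSO only wells and the 100% control is not disclosed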
Cardio protect = modulators protecting cardiomyocytes from myocardial damage | AID 588492 | H9c2 cardiomyocytes, H2O2 injury protection, ATPLite, 2 h | 0.63% of 360,000 active | protection from H2O2 cell death, % at 20 µM;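 active = compounds giving at least 50% protection of heart cells from peroxide-induced death in the single-dose screen, raw or plate-pattern-corrected value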;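 note: 0% = DMSO wells with peroxide and 100% = DMSO wells without peroxide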
N-glyco inh = N-linked glycosylation inhibition; 0.23% of 360,000 active; D54 ERlucT glycosylation luciferase reporter, 24 h; percent of 100 nM tunicamycin response; reporter increase, % at 12.5 µM; AID 588692;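 active = mean luciferase reporter signal, scaled so untreated is 0 and the glycosylation-blocking control 100, at or above a set limit in every replicate; inconclusive = mean reaches the limit but not every replicate does; inactive = mean below the limit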;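 note: luciferase carries N-glycosylation sites so blocking glycosylation raises the light; 0% = median of neutral control wells and 100% = median of 100 nM tunicamycin wells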
MC4R ag barr = activates human MC4R beta-arrestin recruitment; P32245; activation, % at 8.9 µM; U2OS MC4R beta-arrestin complementation, luminescence; percent of melanotan II response, DMSO zero; 0.98% of 360,000 active;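 active = activation above a per-plate cutoff, the mean activation of sample wells on that plate plus 3 SD, cut at about 8% in these data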
ABCB6 inh 2 = human ABCB6 transporter inhibition | 0.19% of 360,000 active | K562-ABCB6 porphyrin accumulation, flow cytometry, 1 h; stronger effect = lower value | Q9NP58 | fluorescence ratio to DMSO, % at 10 µM;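 active = fluorescence ratio to DMSO below 75%, the collection mean minus 3 SD; inconclusive = too few cells collected in the well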;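 note: signal is porphyrin accumulated inside mitochondria; 100% equals median channel fluorescence of DMSO control wells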
iPSC survival up = enhancers of human iPSC single-cell survival; survival enhancement, % at 20 µM; 0.044% of 360,000 active; hiPSC single-cell survival, ATPlite luminescence; 100% = ROCK inhibitor wells, 0% = DMSO; in the data active = survival enhancement above about 18%;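 note: cells exposed to compounds for 16 hours before the ATP read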
Exocytosis inh = lytic granule exocytosis inhibition. 0.66% of 360,000 active. TALL-104 LAMP-1 surface exposure, flow cytometry; cells stimulated with thapsigargin and PMA. inhibition, % at 10 µM;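 active = inhibition above about 55%, limit read from the data; inconclusive = no clear call, values can overlap the other calls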
Numbers without * were called inactive; u = inconclusive; + = active, no number. Not a hit list; any-hit rate near 4.5%.

#1 O=C(COC(=O)COc1ccc(Cl)cc1)NC1CCCCC1
#2 CC(=O)c1sc(NC(=O)COc2ccc(Cl)cc2C)nc1C
#3 COc1ccc(OCc2nc(N)nc(Nc3ccccc3OC)n2)cc1
#4 CC(C)C(c1nnnn1C1CCCC1)N1CCN(c2ccccc2F)CC1 (stereo unspecified)
#5 COc1ccc(NC(=S)NCc2ccco2)cc1
#6 COc1ccc(NC(=O)CCS(=O)(=O)c2ccc3c(c2)NC(=O)C(C)S3)cc1OC (stereo unspecified)
#7 CCNC(=S)NNC(=O)c1csc2ccccc12
#8 COC(=O)Cn1ncc(N(C)Cc2ccccc2)c(Cl)c1=O
compound no.	1	2	3	4	5	6	7	8
aDG glyco act	0.0	0.1	-0.1	0.0	0.2	0.0	0.0	0.0
MC4R antagonist	-1	4	2	-3	11	4	-5	2
m5-HT2A agonist	0	-2	3	-4	-2	4	4	-6
ABHD5 PLIN5 PPI	1	-1	-4	-3	0	5	-2	4
Cardio protect	0	-3	-1	-5	6	9	2	-8
N-glyco inh	2	-1	2	-1	0	3	0	-3
MC4R ag barr	-1.6	0.2	4.7	-2.0	1.0	-2.0	-0.6	-0.8
ABCB6 inh 2	93	100	98	94	95	96	101	80
iPSC survival up	-1.5	-1.0	-2.4	0.2	-1.1	0.3	4.6	0.0
Exocytosis inh	2	-3	0	17	-4	0	-1	-3

#9 Nc1cccc(S(=O)(=O)Nc2ccccc2)c1
#10 COc1ccc(-n2c(CNC(=O)c3cc(OC)c(OC)c(OC)c3)n[nH]c2=S)cc1
#11 Cc1ccc2oc(-c3ccc(NC(=O)c4ccc5c(c4)OCO5)cc3)nc2c1
#12 Cc1ccc2cccc(OCCCOc3ccccc3CO)c2n1
#13 C=CCNc1nc(C)c(CNc2c(C)cc(C)cc2C)nc1C#N
#14 CNS(=O)(=O)c1ccc(NC(=O)c2cncc(Br)c2)cc1
#15 CCn1nc(C)c(CN2CCc3c([nH]c4ccccc34)C2C(C)(C)C)c1C (stereo unspecified)
#16 COc1ccc(/C(C)=N/NC(=O)CNC(=O)c2cccs2)cc1OC
compound no.	9	10	11	12	13	14	15	16
aDG glyco act	-0.2	-0.2	-0.4	0.0	0.1	-0.1	0.3	0.7
MC4R antagonist	8	11	6	-4	16	10	10	8
m5-HT2A agonist	3	0	-6	-1	2	3	2	4
ABHD5 PLIN5 PPI	-1	-9	5	9	-1	2	-2	-1
Cardio protect	-4	4	-26	-2	-3	12	2	-2
N-glyco inh	-2	3	-6	1	1	-2	-5	1
MC4R ag barr	-2.2	-1.8	0.0	-0.3	1.5	0.4	-1.6	1.0
ABCB6 inh 2	98	98	97	99	98	97	101	107
iPSC survival up	-0.5	2.8	-3.1	0.3	0.6	-0.5	0.0	0.3
Exocytosis inh	0	-1	-1	0	-10	-3	1	-1

#17 CCOc1ccc(C2C(C(=O)c3ccc(C)o3)=C(O)C(=O)N2c2nc(C)c(C(=O)OC)s2)cc1 (stereo unspecified)
#18 COc1ccc(S(=O)(=O)NCC2CCC(C(=O)NCc3ccco3)CC2)cc1 (stereo unspecified)
#19 O=C(c1ccc(CSc2nc3ccncc3[nH]2)cc1)N1CCCCC1
#20 COc1ccc2nc(NC(=O)CN3CCN(C)CC3)sc2c1
#21 Nn1cnnc1SCC(=O)Nc1ccc2c(c1)OCO2
#22 COc1ccc(OC)c(NC(=O)COC(=O)C2CCCCC2)c1
#23 Cc1cccc(C)c1NC(=S)N(Cc1ccccc1)Cc1cccnc1
#24 C=CCc1cc(/C=N/NC(=O)CSc2nnc(CCCc3ccc(OC)cc3)o2)cc(OC)c1O
compound no.	17	18	19	20	21	22	23	24
aDG glyco act	0.0	0.1	-0.1	0.0	-0.4	-0.2	0.0	-0.1
MC4R antagonist	+	-2	-8	6	20	8	7	14
m5-HT2A agonist	10	0	1	3	2	-1	2	0
ABHD5 PLIN5 PPI	-14	12	4	-1	0	2	-11	-4
Cardio protect	-5	-5	-27	4	11	-1	14	-10
N-glyco inh	2	-1	-1	0	-1	2	2	-3
MC4R ag barr	1.0	4.8	-0.8	1.4	2.5	1.7	0.5	33*
ABCB6 inh 2	101	107	99	94	96	102	97	102
iPSC survival up	-0.4	-0.4	-1.8	-2.6	-1.9	5.6	-0.2	1.4
Exocytosis inh	0	0	-10	-2	0	-4	2	0

#25 O=C(CCCN1C(=O)CSc2ncccc21)N1CCN(Cc2ccccc2)CC1
#26 CCCOc1ccc(CNC(=S)N/N=C/c2ccc([N+](=O)[O-])cc2)cc1
#27 O=C(NC(Cc1ccccc1)C(=O)O)/C(=C\c1ccc(F)cc1)NC(=O)c1ccccc1 (stereo unspecified)
#28 Cc1cc(C)c2cc(C(=O)Nc3ccccc3)[nH]c2c1
#29 CC(=O)N(/N=C/c1ccc([N+](=O)[O-])o1)c1nc2ccccc2c(=O)n1-c1ccccc1
#30 COc1ccc(CNC(C)C2COc3ccccc3O2)c(OC)c1 (stereo unspecified)
#31 COc1ccccc1-c1c(C)nn2c(N3CCN(Cc4ccccc4)CC3)cc(C)nc12
#32 O=C1CCCC2=C1C(c1ccccc1)n1c(s/c(=C/c3cccc(F)c3)c1=O)=N2 (stereo unspecified)
compound no.	25	26	27	28	29	30	31	32
aDG glyco act	0.2	0.0	0.2	0.0	0.0	0.3	0.1	-0.1
MC4R antagonist	2	-6	7	-3	-20	5	8	5
m5-HT2A agonist	107*	-2	0	-7	12	-4	11	1
ABHD5 PLIN5 PPI	-2	-20	0	-1	-3	9	1	9
Cardio protect	4	-4	-2	2	-2	2	-2	15
N-glyco inh	1	-3	2	-2	2	0	-4	2
MC4R ag barr	-1.0	2.7	-3.0	1.7	-2.4	-1.2	0.6	-2.2
ABCB6 inh 2	102	62*	105	100	100	102	94	89
iPSC survival up	0.8	1.1	-1.1	0.8	0.4	-1.7	-0.9	0.3
Exocytosis inh	4	0	0	-12	4	0	16	0

#33 O=C(COc1ccc(Cl)cc1Br)Nc1nnc(C2CC2)s1
#34 O=C(CSCC(=O)Nc1cccc2ccccc12)Nc1cccc2ccccc12
#35 COCCC(=O)N1CCC(Oc2ccc(C(=O)NC(C)CCn3cccn3)cc2)CC1 (stereo unspecified)
#36 NC(=O)c1ccccc1OCc1nnc(-c2ccccc2Br)o1
#37 CCOC(=O)C1CN(S(=O)(=O)c2ccccc2)c2cc(S(=O)(=O)CC)ccc2O1 (stereo unspecified)
#38 O=C(Nc1ccc(F)cc1F)c1csc(-c2ccccc2)n1
#39 COc1cc(C)ccc1S(=O)(=O)NC(=O)C1(C)CCN1C(=O)Cc1ccc(C(C)(C)C)cc1 (stereo unspecified)
#40 O=C(O)c1ccccc1C(=O)c1ccc(Oc2ccccc2)cc1
compound no.	33	34	35	36	37	38	39	40
aDG glyco act	-0.2	0.0	1.7	0.2	0.1	0.1	-0.3	-0.1
MC4R antagonist	3	14	17	5	10	14	-4	4
m5-HT2A agonist	4	-7	-8	7	4	-4	0	1
ABHD5 PLIN5 PPI	-3	-2	-1	-2	1	-1	8	2
Cardio protect	-1	0	-3	11	0	-7	8	1
N-glyco inh	0	-1	-1	-3	0	0	2	4
MC4R ag barr	2.2	0.8	-1.3	-1.1	1.0	3.1	-1.0	-2.6
ABCB6 inh 2	97	98	96	99	97	100	99	102
iPSC survival up	0.3	3.0	1.2	-0.4	-2.3	2.9	-1.2	4.8
Exocytosis inh	-1	10	0	-1	0	-1	-5	1

Overlap with the part before: 3 entries; new compounds follow.
#38 O=C(Nc1ccc(F)cc1F)c1csc(-c2ccccc2)n1
#39 COc1cc(C)ccc1S(=O)(=O)NC(=O)C1(C)CCN1C(=O)Cc1ccc(C(C)(C)C)cc1 (stereo unspecified)
#40 O=C(O)c1ccccc1C(=O)c1ccc(Oc2ccccc2)cc1
#41 Cc1ccc(NC(=O)c2cccs2)cc1NC(=O)c1cccc(F)c1
#42 O=C(Nc1cccc(C(F)(F)F)c1)c1cc2c(=O)c3ccccc3oc2nc1C(F)(F)F
#43 CCN1CCN(CCCNC(=O)CCc2nc(-c3ccc(OC)cc3)no2)CC1
#44 Cc1noc(C)c1S(=O)(=O)N1CCCC(C(=O)c2cccc(OC(C)C)c2)C1 (stereo unspecified)
#45 Cc1sc(NC(=O)CCCC(=O)O)c(C#N)c1C
#46 CCC1(CC)SC(N)=NC1=O
#47 Cc1ccc(C)n1NC(=O)c1ccco1
#48 O=C(NCc1ccco1)C(c1ccccc1)N(CC1CCCO1)C(=O)Cn1nnc2ccccc21 (stereo unspecified)
compound no.	38	39	40	41	42	43	44	45	46	47	48
aDG glyco act	0.1	-0.3	-0.1	0.2	1.7	0.9	0.5	-0.3	0.0	0.8	-0.1
MC4R antagonist	14	-4	4	5	2	4	16	-5	7	-5	0
m5-HT2A agonist	-4	0	1	2	3	-1	4	2	9	4	6
ABHD5 PLIN5 PPI	-1	8	2	5	1	-4	1	2	-5	18	12
Cardio protect	-7	8	1	1	-4	8	-8	-4	0	-7	-9
N-glyco inh	0	2	4	-6	-2	0	-5	1	1	-2	-1
MC4R ag barr	3.1	-1.0	-2.6	-1.8	0.2	-2.8	-2.0	-1.6	-0.7	0.7	0.1
ABCB6 inh 2	100	99	102	99	95	109	91	96	100	119	92
iPSC survival up	2.9	-1.2	4.8	-0.4	-1.8	0.1	-1.1	0.0	-3.9	1.9	5.2
Exocytosis inh	-1	-5	1	11	2	-12	1	0	u	7	0

#49 COc1nc(Nc2cccc(C)c2)nc(N2CCCCC2)n1
#50 COc1cccc(-c2coc3c(C)c4oc(=O)c(CC(=O)O)c(C)c4cc23)c1
#51 CCCCn1nc2cc(C(=O)NCCCCc3ccccc3)ccc2c1OCC
#52 Cc1ccc2c(c1)C(c1ccc(F)cc1)N(C(=O)c1ccc(S(=O)(=O)N(C)C)cc1)CC(=O)N2 (stereo unspecified)
#53 O=C(Cc1cccs1)Nc1ccccc1C(=O)O
#54 O=C(Cc1ccccc1)Nc1nc(-c2cccs2)cs1
#55 CCC1CCCCN1C(=O)CSc1nc2c(c(=O)n(C)c(=O)n2C)n1C (stereo unspecified)
#56 Cc1cc(C(=O)OCC(=O)N2CCOCC2)c2ccccc2n1
compound no.	49	50	51	52	53	54	55	56
aDG glyco act	0.1	-0.2	0.1	-0.1	0.0	0.3	-0.1	-0.1
MC4R antagonist	9	26	5	0	0	-3	-3	14
m5-HT2A agonist	5	0	-4	7	-2	4	2	3
ABHD5 PLIN5 PPI	-14	-1	3	4	1	2	1	4
Cardio protect	-12	-3	-2	16	6	-18	3	-1
N-glyco inh	-1	4	0	-3	-1	-2	1	1
MC4R ag barr	-0.1	0.5	-2.1	-2.3	1.6	-2.7	-0.5	0.4
ABCB6 inh 2	97	98	98	94	100	89	98	100
iPSC survival up	-0.5	-0.7	0.2	-0.2	3.6	-0.8	-1.0	-0.2
Exocytosis inh	2	18	-4	7	3	0	1	-2

Values in list order from the entries so far:
MC4R ag barr for entries 33 to 41: 2.2, 0.8, -1.3, -1.1, 1.0, 3.1, -1.0, -2.6, -1.8
ABHD5 PLIN5 PPI for entries 33 to 41: -3, -2, -1, -2, 1, -1, 8, 2, 5
m5-HT2A agonist for entries 33 to 41: 4, -7, -8, 7, 4, -4, 0, 1, 2
